PAD4 inhibition: blockers of protein arginine deiminase 4 – biochemical, fluorescence polarization, primary screen (AID 463073); recombinant PAD4, RFA probe fluorescence polarization; stronger effect = higher value; inhibition, % at 5 µM; hit rate 0.5% among 2,000;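 active = inhibition above 30%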;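 note: 0% = PAD4 with DMSO and 100% = wells lacking PAD4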
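Material – recombinant PAD4 · Amount – PAD4 at 2 µM in dispensed buffer, before additions · Medium – Ca2+-containing HEPES pH 7.6, TCEP · Doses – one dose, 5 µM final · Schedule – 30 min 25 °C preincubation, 5 h 37 °C labeling · Measured by – FP, ex 525 nm, em 598 nm · Benchmarks – wells lacking PAD4 as full-inhibition control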
* marks the source's active call; other numbers are inactive results. This is a subset; the hit share may differ from the screen's.

For C=C1[C@@H](C)[C@H]2[C@H](Cc3ccccc3)NC(=O)[C@]23OC(=O)/C=C/[C@H](O)CCC[C@@H](C)C/C=C/[C@H]3[C@@H]1O the results were PAD4 inhibition 3.9.
For C#CCN(C)C(C)Cc1ccccc1 (stereo not given) the results were PAD4 inhibition 0.1.
NCC(O)c1ccc(O)cc1 (stereo not given) was read as PAD4 inhibition 0.7.
For CC(C)CC12CN3CCN(CC(C3)C1O)C2 (stereo not given) the results were PAD4 inhibition -0.7.
For CC12CN3CC(C)(CN(C1)C3c1cccs1)C2O (stereo not given) the results were PAD4 inhibition 2.6.
Screening CCOC(=O)C1=C(C)OC(N)=C(C(=O)OCC)[C@@]12C(=O)N(CC(N)=O)c1ccccc12 returned PAD4 inhibition 0.7.
For CN1C[C@H](CNC(=O)OCc2ccccc2)C[C@@H]2c3cccc4c3c(cn4C)C[C@H]21 the results were PAD4 inhibition -0.8.
`CC(=O)C1=C(C)OC(N)=C(C(=O)OC(C)C)C12C(=O)Nc1ccccc12` (stereo not given) gave PAD4 inhibition 1.6.
For [N-]=[N+]=CC(=O)OC[C@H](N)C(=O)O the results were PAD4 inhibition 7.2.
Cc1ccc(/C=C2/C(=O)NC(=O)N(C)C2=O)cc1 was read as PAD4 inhibition 2.5.
`CN1[C@@H]2CC[C@H]1CC(OC(=O)C1C=Nc3ccccc31)C2` (stereo not given in full) gave PAD4 inhibition -1.1.

An excerpt from above in order of length of the SMILES, smallest number first.
For C#CCN(C)C(C)Cc1ccccc1 (stereo not given) the results were PAD4 inhibition 0.1.
Cc1ccc(/C=C2/C(=O)NC(=O)N(C)C2=O)cc1 was read as PAD4 inhibition 2.5.
`CC(=O)C1=C(C)OC(N)=C(C(=O)OC(C)C)C12C(=O)Nc1ccccc12` (stereo not given) gave PAD4 inhibition 1.6.
For CN1C[C@H](CNC(=O)OCc2ccccc2)C[C@@H]2c3cccc4c3c(cn4C)C[C@H]21 the results were PAD4 inhibition -0.8.
Screening CCOC(=O)C1=C(C)OC(N)=C(C(=O)OCC)[C@@]12C(=O)N(CC(N)=O)c1ccccc12 returned PAD4 inhibition 0.7.

Screening results as filed in PubChem.
